Screening results: PubChem BioAssay, National Center for Advancing Translational Sciences (NCATS)
AT treatment: potential ataxia-telangiectasia treatment; […] A-T fibroblasts, KAP-1 phosphorylation AlphaLISA; neocarzinostatin DNA damage 30 min before lysis; Potency, µM (doses to about 57.5 µM), inactives show at the top dose activation, most hits filed as activators; 320,000 tested, 0.19% active; note: potency is the fitted concentration of half-maximal effect; % of control where 0% means no effect; nearly all actives have a fitted effect of over 45% in size
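ATM-like activity read as KAP-1 phosphorylation via AlphaLISA donor/acceptor antibody pairs after lysis and 6 hr at 25C. Cells were ATM-null patient fibroblasts ([…], hTERT), dosed 60 min, then exposed to the DSB inducer NCS for 30 min.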
hERG WT inh: inhibitors of human wildtype KCNH2 potassium channel. U2OS, BacMam KCNH2, thallium flux FluxOr; stronger effect = lower value. activity change, % at 1.84 µM. 340,000 tested, 0.37% active. AID 720551;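 active = maximum activity change below -70%; inconclusive = maximum activity change between -70% and -50%; inactive = maximum activity change above -50%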; note: % is set by controls: 0 for no effect and ±100 for the full control effect
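U2OS cells transduced with wild-type KCNH2 virus are loaded with FluxOr dye for 45 min, and thallium flux is measured in kinetic reads before and after stimulation buffer. Rate constants are normalized to DMSO controls.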
KCNH2 3.1 block: inhibitors of human KCNH2 3.1 potassium channel isoform; AID 720553; activity change, % (tested at about 1.8 µM); U2OS KCNH2 3.1, thallium flux FluxOr; stronger effect = lower value; 340,000 tested, 0.95% active;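 active = maximum activity change below -70%; inconclusive = maximum activity change from -70% to -50%; inactive = maximum activity change above -50%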;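 note: thallium influx rate constant from kinetic fluorescence after stimulation buffer; % is set by controls: 0 for no effect and ±100 for the full control effect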
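Normalized rate constant (relative to positive and negative DMSO controls) derived from a 2 min kinetic fluorescence read after stimulation; U2OS cells expressing the 3.1 isoform via virus at 1.77 x 10^8 /mL.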
Integrin act MD: activators of alpha7 integrin expression for muscular dystrophy; alpha7betagal myoblasts, beta-gal FDG fluorescence, 48 h; Potency, µM (doses to about 38.3 µM), without a hit: at the top dose activation, most hits filed as activators; 350,000 tested, 0.064% active; AID 624291;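 note: potency is the fitted concentration of half-maximal effect; 100% = response of the positive control SU9516; nearly all actives have a fitted effect of over 60% in size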
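Alpha7betagal+/- myoblasts (passage 13) were plated 16-24 hr, then exposed to compounds (1:260 dilution of DMSO stock) for 48 hours at 37C. After MPER lysis, β-galactosidase reporter activity was read as FDG fluorescence (ex 480/em 540) after 30 minutes.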
MBNL1 CUG block: inhibitors of human MBNL1 binding to CUG repeat RNA; Q9NR56; TR-FRET MBNL1-His/biotin-(CUG)12 binding, 665/545 ratio; Potency, µM (series often up to 57.5 µM), for inactives: top-dose activity change, negative = inhibition, most hits filed as inhibitors; 280,000 tested, 0.036% active; active = well fitted inhibition curve with a large enough effect in the signal ratio, with a control signal flat, not every such curve was filed as active; inconclusive = small, poorly fitted or top-dose-only effect, or effect the other way, or a change in a side signal; inactive = no such curve, though single readings can be large or run the other way; the % refers to the signal ratio; note: potency is the fitted concentration of half-maximal effect; % is set by controls: 0 for no effect and ±100 for the full control effect
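MBNL1-His + Biotin-(CUG)12, cpd titration 92 nM–58 uM; Tb anti-His Ab 0.055 ng/ul, SA-XL665 5 nM (final); 60 min RT; ratiometric 665/545 nm, Ex 340 nm; normalized to buffer and full-complex controls.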
S-ASM inh: inhibitors of human secretory acid sphingomyelinase. P17405. placental ASM, HMU-PC fluorogenic substrate, 60 min. Potency, µM (series often up to 57.5 µM), without a hit: at the highest dose activity change, negative = inhibition, most hits filed as inhibitors. 340,000 tested, 0.006% active; note: potency is the fitted concentration of half-maximal effect
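Human placenta-derived ASM enzyme was preincubated with compound for 10 minutes at room temperature, then given fluorogenic substrate HMU-PC0 (9 uM final) for 60 minutes at 37 °C; a pH 10 stop preceded fluorescence reading at Ex 386/Em 447 nm.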
GALK inh: inhibitors of human galactokinase | P51570 | Purified GALK, Kinase-Glo residual ATP luminescence | Potency, µM (series often up to 57.5 µM), without a hit: top-dose activity change, negative = inhibition, actives largely listed as inhibitors | 270,000 tested, 0.007% active | AID 1868; note: potency is the fitted concentration of half-maximal effect; % is set by controls: 0 for no effect and ±100 for the full control effect
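The enzyme phosphorylates galactose (100 uM) using ATP (35 uM); inhibition is detected as higher residual ATP, quantified by bioluminescence after 1 h reaction at room temperature, pH 8.0.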
TRPV1 ag: activates the human vanilloid receptor TRPV1; activation, % at 8.33 µM; AID 540275; 320,000 tested, 0.19% active; Q8NER1; TRPV1-expressing cells, Fluo-8 calcium influx, agonist mode; in the data active = activation above about 80%; inconclusive = between about 30% and that limit; note: 0% is about no effect
Target sequence (Q8NER1 whole entry, looked up): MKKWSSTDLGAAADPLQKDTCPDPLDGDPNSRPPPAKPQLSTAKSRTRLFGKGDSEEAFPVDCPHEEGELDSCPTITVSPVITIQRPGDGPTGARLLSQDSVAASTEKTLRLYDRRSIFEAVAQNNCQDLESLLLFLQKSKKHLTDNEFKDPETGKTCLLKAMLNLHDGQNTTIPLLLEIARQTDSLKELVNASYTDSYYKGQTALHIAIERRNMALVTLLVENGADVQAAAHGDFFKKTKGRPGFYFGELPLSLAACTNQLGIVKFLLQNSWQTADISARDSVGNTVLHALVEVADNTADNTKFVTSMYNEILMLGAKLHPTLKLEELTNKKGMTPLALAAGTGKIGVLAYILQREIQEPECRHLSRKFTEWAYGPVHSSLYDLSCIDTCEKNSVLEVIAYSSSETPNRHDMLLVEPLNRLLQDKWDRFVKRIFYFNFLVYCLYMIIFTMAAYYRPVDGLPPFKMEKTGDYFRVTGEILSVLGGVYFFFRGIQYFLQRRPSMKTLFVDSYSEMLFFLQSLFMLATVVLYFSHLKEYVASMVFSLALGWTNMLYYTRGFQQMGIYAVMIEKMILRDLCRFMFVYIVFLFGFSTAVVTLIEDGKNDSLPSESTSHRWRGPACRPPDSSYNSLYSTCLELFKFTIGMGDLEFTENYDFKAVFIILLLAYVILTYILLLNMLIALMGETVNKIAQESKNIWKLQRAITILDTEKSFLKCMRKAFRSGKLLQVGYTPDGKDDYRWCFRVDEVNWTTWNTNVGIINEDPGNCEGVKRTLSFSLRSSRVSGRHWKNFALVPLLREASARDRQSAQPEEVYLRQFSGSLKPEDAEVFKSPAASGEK
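Cells expressing TRPV1 were dye-loaded with Fluo-8 and read kinetically: 10 s baseline, 3 min after compound (agonist portion), then 2 min after EC20 capsaicin (allosteric enhancer portion). Calcium-bound dye fluorescence at 480/520 nm.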
FBPA coupling cs: coupling enzyme interference in Giardia aldolase counter-screen | coupling enzyme system counterscreen, AmpLite Red fluorescence | activity change, negative = inhibition, % at 58.2 µM, hits read low | 290,000 tested, 0.67% active | AID 2472; in the data active = activity change below about -30%; note: % is set by controls: 0 for no effect and ±100 for the full control effect
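Final compound at 57.5 uM, incubated 10 min at RT with coupling enzyme reagent (glyceraldehyde-3-phosphate), then 20 min with substrate and AmpLite Red detection. Fluorescence read at 525/598 nm; tests interference with the coupling assay, not aldolase inhibition.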
CXXC DNA block: inhibitors of human MLL CXXC domain-DNA interaction; Q03164; MLL-CXXC / FITC-HOXA9 DNA fluorescence polarization; Potency, µM (titrated, usually from 115 µM), for the others: at the highest dose activity change, negative = inhibition, hits mostly inhibitors; 290,000 tested, 0.037% active; AID 2662; active = well fitted inhibition curve with a large enough effect in the polarisation, with a control signal flat, not every such curve was filed as active; inconclusive = small, poorly fitted or top-dose-only effect, or effect the other way, or a change in a side signal; inactive = no such curve, though single readings can be large or run the other way; the % refers to the polarisation; note: potency is the fitted concentration of half-maximal effect
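Steps: dispense CXXC domain solution (7 uM) → pin compounds or unlabeled HOX-A9 DNA control → 5 min ambient → add FLSN-HOX-A9 solution (50 nM) → spin → 30 min ambient → fluorescence polarization. Tris pH 7.5/NaCl/DTT/BSA buffer.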
Numbers without * were called inactive; ? = inconclusive; . = no result given; [ ] = remark or other dose. Unless noted, calls come from the whole dose curve; as a rule, active = well fitted curve in the direction sought with a large enough effect; inconclusive = small, poorly fitted or top-dose-only effect, or another doubt; inactive = no such curve, though single readings can be large; an effect the other way counts as inactive or inconclusive.

SMILES	AT treatment	hERG WT inh	KCNH2 3.1 block	Integrin act MD	MBNL1 CUG block	S-ASM inh	GALK inh	TRPV1 ag	FBPA coupling cs	CXXC DNA block
COc1ccccc1C(=O)NCc1n[nH]c(=S)n1Cc1ccccc1	0%	1	0	-2%	.	9%	2%	1	7	-6%
O=C(NC1CCCCCC1)c1ccc(CS(=O)(=O)Cc2ccc(F)cc2)o1	3%	1	3	-1%	0%	-1%	0%	3	.	-2%
O=C(COC(=O)COc1ccc(Cl)cc1Br)NCCC1=CCCCC1	-3%	7	-14	-20%	.	-8%	.	3	.	.
O=S(=O)(c1cccc(-c2nnc(-c3cccnc3)o2)c1)N1CCCCC1	1%	-14	7	10%[7.66 µM]	-7%	0%	0%	-1	-1	-12%
CN1CCN(/C=C2\SC(=S)NC2=O)CC1	-8%	-4	2	2%	?	-1%	-1%	0	7	6%
O=C(NCc1cccc(C(F)(F)F)c1)c1cccc2c1C(=O)c1ccc(N3CCC(Cc4ccccc4)CC3)cc1S2(=O)=O	3%	-7	-22	7%	.	0%	.	.	.	.
CC(NC(=O)c1ccc(C23CC4CC(CC(C4)C2)C3)cc1)C(=O)O (stereo not given)	0%	-10	-3	25%	2%	20%	-1%	8	9	8%
COc1ccccc1N1CCN(C(=O)c2cccc(S(=O)(=O)N3c4ccccc4CC3C)c2)CC1 (stereo not given)	.	-1	-8	-43%	.	-3%	.	.	.	.
O=C1[C@@H]2CSCN2C(=O)CN1CCc1cccc(F)c1	9%	-4	10	-4%	4%	0%	-1%	1	0	1%
COc1ccc(N(C(=O)c2ccncc2)S(=O)(=O)c2ccc3c4c(cccc24)C(=O)N3C)cc1	-1%	-2	11	-2%	14%	308%[activator]	-1%	-9	-10	-2%
CC(C)N1CC(C(=O)Nc2ccc(C#N)cc2)CC1=O (stereo not given)	-9%	2	19	12%	4%	4%	8%	5	1	-10%
COc1cc(CCC(=O)OCC(=O)Nc2cc(S(=O)(=O)N3CCOCC3)ccc2Cl)cc(OC)c1OC	.	-19	12	2%	.	3%	.	.	.	.
CCOC(=O)c1c(N=CN(C)C)c(C#N)n2c1CCC2	4%	-12	-9	-6%	0%	3%	8%	-1	3	3%
Cn1c[n+](C)cc1-c1ccc(/C(N)=N/O)cc1	-5%	22	2	-12%	?	3%	-1%	-4	1	9%
CC(C)(C)OC(=O)N[C@@H](Cc1ccccc1)c1nnc(S(=O)(=O)Cc2ccccc2)o1	-10%	.	.	.	-1%	.	0%	27	2	1%
NC(=O)NCc1ccc(C(=O)OCc2ccncc2)cc1	13%	-2	-10	28%	-26%	5%	.	10	-2	9%
N=c1c(C(=O)NCc2ccccc2)cc2c(=O)n3ccccc3nc2n1CCCN1CCOCC1	-5%	-12	-16	-23%	?	447%[activator]	-1%	5	0	-10%
C/C(CC(=O)Nc1ccc(N(C)C)cc1)=N\NC(=O)C(=O)NCc1ccccc1	-2%	1	6	6%	.	1%	3%	1	-3	1%
CC(C)CC(=O)NC(=S)Nc1ccc(N2CCN(C(=O)c3cccs3)CC2)cc1	0%	-6	-10	-5%	6%	-2%	.	3	0	-2%
COc1ccc(N(CC(=O)Nc2cc(Cl)ccc2OC)S(=O)(=O)c2c(C)[nH]c(=O)[nH]c2=O)cc1	1%	-2	3	0%	-5%	5%	-13%	8	1	-24%
O=C(COC(=O)c1ccc([N+](=O)[O-])o1)Nc1ccc(Br)cc1F	4%	6	0	-43%	.	-1%	.	.	.	.
CCN1CCc2c(sc(NC(=O)c3ccc(S(=O)(=O)N(C)CC4CCCO4)cc3)c2C(N)=O)C1 (stereo not given)	-19%	4	.	-32%	?	-6%	-3%	1	.	13%
CCOc1ccc(N(CC(=O)NCCSCc2ccccc2Cl)S(C)(=O)=O)cc1	2%	4	-5	-16%	-16%	-1%	-2%	0	5	-5%
Cc1oc2ccccc2c1CC(=O)NCCCN(C)C	-9%	-1	7	0%	-6%	3%	3%	1	3	-20%
COc1cccc(CNC(=O)C2CCN(S(=O)(=O)N3CC(C)CC(C)C3)CC2)c1 (stereo not given)	2%	3	1	-8%	2%	1%	2%	0	0	1%
Cc1cc2oc(=O)cc(CN3CCCCC3C)c2cc1C (stereo not given)	11%	-2	-14	-27%	9%	-3%	.	?	3	107%[activator]
O=[N+]([O-])c1cccc(C=NN=C2c3ccccc3-c3ccccc32)c1	.	-24	-37	19%	.	-13%	.	.	.	.
COC(=O)C1=C(C)NC2=C(C(=O)CCC2)C1c1cn(Cc2ccc(Cl)cc2Cl)nc1-c1ccccc1 (stereo not given)	4%	-7	?	1%	9%	.	0%	-13	1	-8%
CC(=O)Nc1ccc(S(=O)(=O)N2CCN(S(=O)(=O)N3CCOCC3)CC2)cc1	21%	-5	28	?	-12%	3%	0%	-4	0	-15%
Cc1ccccc1NC(=S)N1CCN(c2ccccc2C)CC1	?	2	3	36%	-6%	1%	-1%	8	-2	28%
Cc1ccc2c(cnn2C(=O)CCC(=O)N2CCCCC2)c1	0%	-1	-5	7%	2%	-1%	.	?	-2	.
CCOc1cc(-c2cn(S(=O)(=O)c3cccc4nsnc34)nc2N)cc(OCC)c1OCC	-1%	-7	0	4%	6%	-9%	-3%	-3	2	6%
N#Cc1ccc(C(=O)Nc2nc(SCc3ccc(Cl)cc3)n[nH]2)cc1	2%	-6	-6	14%	-2%	1%	1%	-1	-3	1%
CCC(=O)N1CCN(c2cc3c(cc2F)c(=O)c(C(=O)O)cn3CC)CC1	.	4	23	3%	.	1%	.	.	.	.
O=C(Nc1ccccc1)c1ccc(N2CCN(c3ccccc3)CC2)c(S(=O)(=O)N2CCOCC2)c1	.	-1	-7	2%	?	-1%	0%	-2	0	23%
Cc1ccc(C(=O)OCc2cc(=O)n3ccsc3n2)s1	7%	6	13	16%	.	-7%	.	.	.	.
COc1cc(OC)cc(C(=O)N[C@H](C(=O)OCC(=O)c2c[nH]c3ccccc23)C(C)C)c1	-5%	2	10	15%	.	-3%	.	.	.	.
COc1ccccc1CCNC(=O)/C(=C/c1cccnc1)NC(=O)c1ccccc1	4%	.	8	-17%	.	-2%	1%	1	0	10%
O=C1CCC(C(=O)OCc2cc(=O)oc3ccc4ccccc4c23)=NN1	6%	8	-2	?	17%	99%[activator]	-1%	6	-1	-1%
CN1C(=O)SC(Nc2ccccc2C(=O)O)C1=O (stereo not given)	.	14	4	-11%	-11%	4%	0%	4	8	-6%
COC(=O)CS(=O)(=O)c1cc(Br)cc2c1N(C(C)=O)CC2	1%	3	14	-10%	-10%	4%	3%	1	-1	1%
c1ccc(SCc2nc(-c3ccncc3)no2)cc1	-10%	1	-5	-7%	-3%	0%	0%	7	-1	-3%
O=C(c1c(Cl)nc2sccn12)N1CCN(c2cccc(Cl)c2)CC1	2%	-26	0	-15%	-20%	1%	-3%	?	0	-1%
Cn1c(=O)c2[nH]c(SCc3cccnc3)nc2n(C)c1=S	.	1	11	41%	.	3%	.	.	.	.
CC(=O)c1cccc(NC(=O)CSc2nnc(-c3ccc(S(=O)(=O)N4CCCC4)cc3)o2)c1	5%	-10	4	-20%	158%[activator]	-1%	-2%	-1	5	-6%
Cc1c(C(=O)N/N=C/c2cccs2)nnn1-c1nonc1N	7%	-1	-3	?	?	0%	-2%	?	2	9%
CCOC(=O)c1cnn(Cc2cccc(Cl)c2)c1C	16%	-2	0	4%	-10%	2%	-1%	-1	2	?
C=CCn1c(SC(CCO)C(=O)NCc2ccco2)nc2sc3c(c2c1=O)CCC3 (stereo not given)	-1%	0	-4	6%	-4%	-1%	-2%	2	0	-3%
Cc1cccc(C(=O)c2c(N)sc3c2CCC(C)C3)c1 (stereo not given)	-4%	7	-2	-12%	15%	-4%	-1%	-1	0	16%
CCCn1cc(C(=O)N(C)C2CCCN(Cc3ccccc3F)C2)c(C)n1 (stereo not given)	6%	-10	3	15%	3%	2%	-5%	1	.	0%
CCOC(=O)C1CC(C)=C(C)CC1C(=O)O (stereo not given)	-2%	-5	-1	4%	-1%	4%	-3%	-2	1	0%
